Screening data (PubChem BioAssay)
HCT116 bCat-KO – primary screen for growth suppressors in beta-catenin knockout HCT116 cells (colon tumor, human). HCT116 beta-catenin knockout viability, CellTiter-Glo, 60 h; stronger effect = lower value. viability, % at 10 µM. 140,000 tested, 1.5% active;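 active = viability at or under a set limit, the compound median less 4 SD, cut at about 6% in these data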;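 note: 0% = Hyamine 1622 control at 20 µM and 100% = untreated cell control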
GALR2 blocker – GALR2 antagonists in receptor-expressing cells, primary screen; AID 828, 2007; 140,000 tested, 0.39% active; inhibition, % at 4 µM; antagonist mode; in the data active = inhibition above about 27%;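 note: cells stimulated with galanin 1-16 at roughly its EC80; 0% = agonist challenge control and 100% = basal control without agonist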
Target sequence (O43603 whole entry, looked up): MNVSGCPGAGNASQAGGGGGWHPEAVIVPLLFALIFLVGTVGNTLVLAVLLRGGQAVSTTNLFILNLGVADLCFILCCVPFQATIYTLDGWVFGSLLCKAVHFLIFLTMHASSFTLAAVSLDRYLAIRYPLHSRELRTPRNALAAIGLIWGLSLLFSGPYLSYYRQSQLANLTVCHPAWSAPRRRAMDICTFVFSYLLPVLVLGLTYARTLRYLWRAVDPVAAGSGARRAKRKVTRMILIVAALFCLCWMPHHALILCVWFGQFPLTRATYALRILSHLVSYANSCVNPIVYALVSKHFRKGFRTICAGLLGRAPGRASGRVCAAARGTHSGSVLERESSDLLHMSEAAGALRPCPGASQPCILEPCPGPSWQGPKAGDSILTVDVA
Phagocytosis inh – inhibitors of macrophage phagocytosis, primary screen, imaging, J774A.1 cells, IgG beads; AID 1029, 2008; inhibition, % at 5 µM; 110,000 tested, 0.07% active; J774A.1 macrophage IgG-bead phagocytosis;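 active = inhibition above the mean of the plate negative controls plus 5 SD, cut at about 13% in these data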;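 note: phagocytic index as fraction of beads internalized from green versus red external bead signal; plate controls were DMSO negative control for no effect and cytochalasin-D positive control for full effect; some results beyond the cut were filed as inactive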
MRP1 act – H69AR viability gain despite doxorubicin, primary screen, MRP-1 activator project, H69AR cells, CellTiter-Glo; viability increase, % at 10 µM; 140,000 tested, 0.61% active; AID 799, 2007; viability rescue;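 active = viability gain under doxorubicin at or above a set limit, the compound median plus 3 SD, cut at about 4.7% in these data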;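 note: MRP-1 overexpressing cells given doxorubicin 25 µM after compound pretreatment; 18-22 h compound pretreatment then 72 h with doxorubicin before readout; 0% = doxorubicin-only wells and 100% = vehicle-treated cells without doxorubicin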
Yeast growth inh – growth inhibitors of yeast BB579 in restrictive medium, primary screen, yeast lifespan-shortening project, S. cerevisiae | 140,000 tested, 0.51% active | OD615, 48 h | inhibition, % at 10 µM;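 active = inhibition above a set limit, 3 SD over the mean compound inhibition, cut at about 44% in these data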; note: inactives centre near -24
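test system = yeast BB579 (DeaD) | buffer or medium = restrictive CSMM-D medium | doses = single compound dose of 10 µM, 0.25% DMSO final | times = 4 h preincubation and 48 h exposure at 30 °C | technique = culture absorbance at 615 nm | benchmarks = amphotericin B 10 µg/mL, positive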
PTEN del growth – growth suppression of PTEN-null HCT116, primary screen, cell-based, CellTiter-Glo. HCT116 PTEN-null viability, 60 h; stronger effect = lower value. viability, % at 10 µM. 140,000 tested, 1.2% active. AID 827, 2007;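 active = viability at or below a set limit, 4 SD under the median of all tested compounds, cut at about 3.7% in these data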;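 note: PTEN knockout HCT116 line with beta catenin targeted HCT116 as companion control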
E-sel TNF inh – E-selectin induction blockers in HUVEC – imaging, immunofluorescence, high content, primary screen; HUVEC TNFa-induced E-selectin immunofluorescence; inhibition, % at 2 µM; 120,000 tested, 0.71% active; AID 1246, 2008;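 active = inhibition above the batch mean plus 3 SD, and confirmed as a hit on visual image review, cut at about 43% in these data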;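 note: 0% = TNF-stimulated DMSO wells and 100% = unstimulated control wells; not every result past the cut was called active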
Measles CPE – compounds protecting cells from measles virus cytopathic effect, primary screen, measles RdRp inhibitor project, single point, MLSMR library, absorbance; Measles virus-infected cells, CPE protection; protection (pct of control), % at 4 µM; 140,000 tested, 1.5% active; in the data active = protection mostly above about 24%, no sharp cut-off; inactive = mostly below about 26%; note: some compounds called inactive have numbers as strong as hits
Yeast lifespan up – compounds extending yeast replicative lifespan, primary screen, S. cerevisiae, OD615. S. cerevisiae growth with nicotinamide; deaD strain in restrictive glucose medium. inhibition of the nicotinamide effect, % at 10 µM. 130,000 tested, 0.68% active. AID 775, 2007;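 active = inhibition above a set limit, placed 3 SD over the median of all compounds, cut at about 26% in these data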;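 note: 0% = nicotinamide-treated wells and 100% = cells grown without nicotinamide; some compounds called inactive have numbers as strong as hits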
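assay system = DeaD-strain S. cerevisiae | buffer or medium = restrictive glucose medium | reagent = 1.5 mM nicotinamide | compound = 10 µM single point, 0.25% DMSO | incubation = 48 h compound exposure at 30 °C, humidified | signal = OD615 measurement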
NPY-Y2 antag – NPY-Y2 receptor antagonists, primary screen, cell-based. Neuropeptide Y receptor type 2 (Homo sapiens), P49146. NPY-Y2 expressing cells, antagonist mode. inhibition, % at 2.7 µM. 140,000 tested, 0.99% active; in the data active = inhibition above about 17%;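 note: 0% = vehicle with agonist challenge and 100% = reference antagonist with challenge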
Target sequence (P49146 whole entry, looked up): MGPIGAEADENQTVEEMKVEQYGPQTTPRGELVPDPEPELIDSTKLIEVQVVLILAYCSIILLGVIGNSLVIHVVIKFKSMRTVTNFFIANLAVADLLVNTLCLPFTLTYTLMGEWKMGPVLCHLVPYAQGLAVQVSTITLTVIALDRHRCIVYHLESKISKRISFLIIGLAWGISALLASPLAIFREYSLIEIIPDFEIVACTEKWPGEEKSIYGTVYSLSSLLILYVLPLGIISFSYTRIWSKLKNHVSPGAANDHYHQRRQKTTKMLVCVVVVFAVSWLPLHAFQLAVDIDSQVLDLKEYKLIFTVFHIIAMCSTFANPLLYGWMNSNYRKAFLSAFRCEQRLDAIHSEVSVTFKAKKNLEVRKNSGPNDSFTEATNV
* = called active by the depositor.

How did CCOC(=O)c1c(N)n[nH]c1-c1ccc(OC)cc1 do in these assays?
HCT116 bCat-KO: 99; GALR2 blocker: 1; Phagocytosis inh: -1; MRP1 act: -0.8; Yeast growth inh: -27; PTEN del growth: 113; E-sel TNF inh: -28; Measles CPE: 14; Yeast lifespan up: -9; NPY-Y2 antag: -1

Results for CC1=C(C(=O)N(C)C)C(c2cccc(Cl)c2)NC(=O)N1 (centres undefined) ?
HCT116 bCat-KO: 94; GALR2 blocker: 16; Phagocytosis inh: -3; MRP1 act: -2.4; Yeast growth inh: -26; PTEN del growth: 98; E-sel TNF inh: -19; Measles CPE: 23; Yeast lifespan up: -2; NPY-Y2 antag: 4

How did c1ccc(-n2c(Sc3cnccn3)nnc2-c2cccs2)cc1 do in these assays?
HCT116 bCat-KO: 95; GALR2 blocker: -6; MRP1 act: -0.7; Yeast growth inh: -27; PTEN del growth: 98; E-sel TNF inh: 63*; Measles CPE: 5; Yeast lifespan up: -4; NPY-Y2 antag: 3

Results for CCOC(=O)CSc1nnc(CSc2nc3ccccc3s2)n1C ?
HCT116 bCat-KO: 99; GALR2 blocker: 0; Phagocytosis inh: 0; MRP1 act: -1.9; Yeast growth inh: -32; PTEN del growth: 93; E-sel TNF inh: 2; Measles CPE: 7; Yeast lifespan up: -15; NPY-Y2 antag: 1

Results for CCCCN(Cc1ccco1)C(=O)c1cc2c(=O)[nH]c3ccc(C)cc3c2s1 ?
HCT116 bCat-KO: 51; GALR2 blocker: -15; Phagocytosis inh: 0; MRP1 act: -1.6; Yeast growth inh: -50; PTEN del growth: 41; Measles CPE: 11; Yeast lifespan up: -9; NPY-Y2 antag: 3

How did Cn1c2c(c(O)c(-c3ccccc3)c1=O)C(=O)CC(C)(C)C2 do in these assays?
HCT116 bCat-KO: 96; GALR2 blocker: 14; Phagocytosis inh: -3; MRP1 act: -0.4; Yeast growth inh: -37; PTEN del growth: 99; Measles CPE: 3; Yeast lifespan up: -1; NPY-Y2 antag: 2

Results for COc1cccc(N2C(=O)C3CCCN3C2c2ccc(Cl)cc2)c1 (centres undefined) ?
HCT116 bCat-KO: 91; GALR2 blocker: 4; Phagocytosis inh: 1; MRP1 act: -3.1; Yeast growth inh: 20; PTEN del growth: 83; Measles CPE: 27; Yeast lifespan up: -14; NPY-Y2 antag: 0

How did COc1ccc(-n2nnnc2-c2cn(C)nc2C(F)(F)F)cc1 do in these assays?
HCT116 bCat-KO: 93; GALR2 blocker: 14; MRP1 act: -3.2; Yeast growth inh: -51; PTEN del growth: 94; Measles CPE: 4; Yeast lifespan up: -1; NPY-Y2 antag: 2

What do the screens show for `CCCn1nc(Oc2nc(NCC)nc(NC(C)C)n2)ccc1=O`?
HCT116 bCat-KO: 79; GALR2 blocker: 11; Phagocytosis inh: 2; MRP1 act: -0.9; Yeast growth inh: -64; PTEN del growth: 86; E-sel TNF inh: 2; Measles CPE: 1; Yeast lifespan up: -7; NPY-Y2 antag: 2

What do the screens show for `CCOc1ccc(NC(=S)NN2CCN(C)CC2)cc1`?
HCT116 bCat-KO: 112; GALR2 blocker: 10; Phagocytosis inh: -3; MRP1 act: -0.1; Yeast growth inh: 12; PTEN del growth: 106; Measles CPE: 6; Yeast lifespan up: 4; NPY-Y2 antag: -2

Results for O=C(COc1ccc(Cl)cc1)OCC(=O)N1CCCC1 ?
HCT116 bCat-KO: 107; GALR2 blocker: 6; Phagocytosis inh: -1; MRP1 act: -0.5; Yeast growth inh: -59; PTEN del growth: 113; E-sel TNF inh: 17; Measles CPE: 26; Yeast lifespan up: -9; NPY-Y2 antag: 2

How did Cc1ccc(C2=NC3(CCCC3)N=C2SCC(=O)Nc2ccc3c(c2)OCCO3)cc1 do in these assays?
HCT116 bCat-KO: 60; GALR2 blocker: -5; MRP1 act: -4.6; Yeast growth inh: 26; PTEN del growth: 61; E-sel TNF inh: 14; Measles CPE: 2; Yeast lifespan up: -3; NPY-Y2 antag: 0

What do the screens show for `Fc1cccc(NC(=S)NCc2ccc(Cl)cc2)c1`?
HCT116 bCat-KO: 71; GALR2 blocker: -2; Phagocytosis inh: -3; MRP1 act: -2.7; Yeast growth inh: 43; PTEN del growth: 80; Measles CPE: 8; Yeast lifespan up: 0; NPY-Y2 antag: -1

How did CCOc1ccc(=O)n(-c2ccccc2)n1 do in these assays?
HCT116 bCat-KO: 103; GALR2 blocker: 10; MRP1 act: -0.3; Yeast growth inh: -23; PTEN del growth: 100; E-sel TNF inh: -18; Measles CPE: 8; NPY-Y2 antag: 2

How did CN(C)S(=O)(=O)c1ccc(C(=O)N(c2ccccn2)c2ccccn2)cc1 do in these assays?
HCT116 bCat-KO: 96; GALR2 blocker: -23; Phagocytosis inh: -1; MRP1 act: -0.4; Yeast growth inh: -37; PTEN del growth: 102; E-sel TNF inh: -18; Measles CPE: 11; Yeast lifespan up: 0; NPY-Y2 antag: 3

The last two records of the part above lead into the next.
How did CCOc1ccc(=O)n(-c2ccccc2)n1 do in these assays?
HCT116 bCat-KO: 103; GALR2 blocker: 10; MRP1 act: -0.3; Yeast growth inh: -23; PTEN del growth: 100; E-sel TNF inh: -18; Measles CPE: 8; NPY-Y2 antag: 2

How did CN(C)S(=O)(=O)c1ccc(C(=O)N(c2ccccn2)c2ccccn2)cc1 do in these assays?
HCT116 bCat-KO: 96; GALR2 blocker: -23; Phagocytosis inh: -1; MRP1 act: -0.4; Yeast growth inh: -37; PTEN del growth: 102; E-sel TNF inh: -18; Measles CPE: 11; Yeast lifespan up: 0; NPY-Y2 antag: 3

How did Cc1cc2nnc(SCC(=O)N3C(C)CCCC3C)n2c(N)n1 (centres undefined) do in these assays?
HCT116 bCat-KO: 100; GALR2 blocker: -5; Phagocytosis inh: 1; MRP1 act: -0.7; Yeast growth inh: -16; PTEN del growth: 105; E-sel TNF inh: -1; Measles CPE: 19; Yeast lifespan up: -2; NPY-Y2 antag: -1

Results for Cc1cnc(-c2nnc(N(C)C(=O)c3cccnc3)s2)cn1 ?
HCT116 bCat-KO: 96; GALR2 blocker: 3; Phagocytosis inh: 0; MRP1 act: 0.2; Yeast growth inh: -5; PTEN del growth: 101; E-sel TNF inh: -7; Measles CPE: 3; Yeast lifespan up: -9; NPY-Y2 antag: -1

What do the screens show for `COc1ccc(NC(=O)CSc2nc3c(c(=O)n2-c2ccc(F)cc2)SCC3)cc1`?
HCT116 bCat-KO: 82; GALR2 blocker: -1; Phagocytosis inh: -1; MRP1 act: -0.9; Yeast growth inh: -77; PTEN del growth: 99; Measles CPE: 32; Yeast lifespan up: -8; NPY-Y2 antag: 4

What do the screens show for `Cc1ccccc1N=Cc1cc2c(cc1[N+](=O)[O-])OCO2`?
HCT116 bCat-KO: 82; GALR2 blocker: 1; MRP1 act: -1.9; Yeast growth inh: -34; PTEN del growth: 90; Measles CPE: 3; Yeast lifespan up: 22; NPY-Y2 antag: 5

Results for Cc1c(Cl)c([N+](=O)[O-])nn1CCCC(=O)Nc1cccc(Cl)c1 ?
HCT116 bCat-KO: 93; GALR2 blocker: 4; Phagocytosis inh: -2; MRP1 act: -1.8; Yeast growth inh: -42; PTEN del growth: 96; Measles CPE: 8; Yeast lifespan up: -4; NPY-Y2 antag: 1

What do the screens show for `O=C(NNC(=O)c1cccnc1SCc1cccc([N+](=O)[O-])c1)c1ccc(F)cc1`?
HCT116 bCat-KO: 41; GALR2 blocker: 3; Phagocytosis inh: -9; MRP1 act: 3.9; Yeast growth inh: -28; PTEN del growth: 32; Measles CPE: 18; Yeast lifespan up: 1; NPY-Y2 antag: -1

Results for C=CCn1c(=O)c2ccccc2n2c(SCC(=O)Nc3sc(C(=O)N(CC)CC)c(C)c3C(=O)OCC)nnc12 ?
HCT116 bCat-KO: 79; GALR2 blocker: -8; Phagocytosis inh: -3; MRP1 act: -3.2; Yeast growth inh: -59; PTEN del growth: 83; E-sel TNF inh: -19; Measles CPE: 10; Yeast lifespan up: 4; NPY-Y2 antag: 1

What do the screens show for `COc1ccc(NC(=O)Cn2c(=O)n(Cc3ccco3)c(=O)c3ccccc32)cc1`?
HCT116 bCat-KO: 80; GALR2 blocker: 5; Phagocytosis inh: -3; MRP1 act: 3.9; Yeast growth inh: -29; PTEN del growth: 67; E-sel TNF inh: 4; Measles CPE: 5; Yeast lifespan up: -20; NPY-Y2 antag: 1

What do the screens show for `COc1cc(NC(=O)Cn2nc(C(F)(F)F)c3c2CCCC3)cc(OC)c1OC`?
HCT116 bCat-KO: 81; GALR2 blocker: 5; Phagocytosis inh: 0; MRP1 act: -1.8; Yeast growth inh: -21; PTEN del growth: 79; E-sel TNF inh: 14; Measles CPE: 4; Yeast lifespan up: -4; NPY-Y2 antag: 0

Results for CC(C)(C)c1ccc(C(=O)N2CCN(c3nc4ccccc4o3)CC2)cc1 ?
HCT116 bCat-KO: 78; GALR2 blocker: 6; Phagocytosis inh: 0; MRP1 act: -0.5; Yeast growth inh: -71; PTEN del growth: 73; Measles CPE: 17; Yeast lifespan up: -7; NPY-Y2 antag: 4

What do the screens show for `O=C(NC1CCCC1)C1CCC(=O)N1CCc1ccccc1` (centres undefined)?
HCT116 bCat-KO: 96; GALR2 blocker: 2; MRP1 act: -2.4; Yeast growth inh: -24; PTEN del growth: 101; E-sel TNF inh: 10; Measles CPE: 9; Yeast lifespan up: -8; NPY-Y2 antag: 4

What do the screens show for `COc1ccc(NC(=O)CSc2c3c(nc4ccccc24)CCC3)c(OC)c1`?
HCT116 bCat-KO: 77; GALR2 blocker: 21; Phagocytosis inh: -11; MRP1 act: -5.0; Yeast growth inh: -53; PTEN del growth: 85; E-sel TNF inh: 7; Measles CPE: 21; Yeast lifespan up: -2; NPY-Y2 antag: 1

Results for CCc1nnc(NC(=O)CSc2nnc(Cc3ccccc3)n2-c2ccc(OC)cc2)s1 ?
HCT116 bCat-KO: 96; GALR2 blocker: -10; MRP1 act: -2.7; Yeast growth inh: -24; PTEN del growth: 103; E-sel TNF inh: 0; Measles CPE: 5; Yeast lifespan up: -6; NPY-Y2 antag: 3

What do the screens show for `CCOC(=O)c1cc(=O)cc(C(=O)OCC)o1`?
HCT116 bCat-KO: 99; GALR2 blocker: -6; Phagocytosis inh: -1; MRP1 act: -0.3; Yeast growth inh: -39; PTEN del growth: 99; E-sel TNF inh: 1; Measles CPE: 1; Yeast lifespan up: -8; NPY-Y2 antag: -1
